# DAGLB inhibitor: blocks human DAGLB lipase activity. Q8NCG7. HEK293T DAGLB membrane lysate, EnzChek fluorogenic substrate. inhibition, % at 5.17 µM. actives 0.059% (n = 340,000). AID 504411; in the data active = inhibition above about 34%;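 also: 0% = enzyme with vehicle and 100% = wells lacking enzyme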
# Cardiac RTF inh: cardiac RTF calcium desensitization. P19429+P45379. IANBD-labeled cardiac RTF, Ca2+ fluorescence. inhibition, % at 7.15 µM. actives 0.12% (n = 340,000). AID 493244;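 active = inhibition above the mean inhibition of all tested compounds plus 3 SD, cut at about 17% in these data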;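 also: assay run at fixed EC70 calcium of 1.6 mM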
# DSG3 Ab inh: inhibitors of pemphigus antibody binding to human desmoglein-3; actives 0.48% (n = 310,000); binding (percent of control), % at 10 µM; DSG3-coupled beads, scFv-anti-DSG3-GFP binding, flow cytometry; stronger effect = lower value;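 active = binding more than 3 SD below its plate's average and above zero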;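 also: hits lower antibody fragment binding to DSG3; some compounds called inactive have numbers as strong as hits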
# C-LANA FP: blocks KSHV LANA C-terminal domain binding to DNA; MBP-C-LANA/FAM-LBS DNA binding, fluorescence polarization; inhibition, % at 9 µM; actives 0.078% (n = 340,000);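 active = highest replicate inhibition at or above 60% at 9 µM, even if other replicates fall short; inactive = all replicates below 60% inhibition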;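 also: 0% = neutral control wells and 100% = 4 µM acridine orange control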
# NSD2 HMT inh: inhibitors of human histone methyltransferase NSD2. NSD2 peptide methylation, AlphaScreen, 120 min. inhibition, % at 12.5 µM. O96028. actives 0.54% (n = 310,000). AID 743445; in the data active = inhibition above about 50%
# Keap1 Nrf2 FP: disrupts human Keap1 binding to Nrf2 peptide; Keap1 Kelch-Nrf2 peptide fluorescence polarization, 1536-well; inhibition, % at 9.4 µM; actives 0.15% (n = 340,000); AID 504523; in the data active = inhibition above about 12%;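 also: human Keap1 Kelch domain with fluorescein labeled Nrf2 9mer peptide probe; 0% = neutral control wells and 100% = peptide positive control; higher means more block of Keap1 binding to Nrf2 peptide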
# Target sequence (Q14145 whole entry, looked up, the tested form may be a part): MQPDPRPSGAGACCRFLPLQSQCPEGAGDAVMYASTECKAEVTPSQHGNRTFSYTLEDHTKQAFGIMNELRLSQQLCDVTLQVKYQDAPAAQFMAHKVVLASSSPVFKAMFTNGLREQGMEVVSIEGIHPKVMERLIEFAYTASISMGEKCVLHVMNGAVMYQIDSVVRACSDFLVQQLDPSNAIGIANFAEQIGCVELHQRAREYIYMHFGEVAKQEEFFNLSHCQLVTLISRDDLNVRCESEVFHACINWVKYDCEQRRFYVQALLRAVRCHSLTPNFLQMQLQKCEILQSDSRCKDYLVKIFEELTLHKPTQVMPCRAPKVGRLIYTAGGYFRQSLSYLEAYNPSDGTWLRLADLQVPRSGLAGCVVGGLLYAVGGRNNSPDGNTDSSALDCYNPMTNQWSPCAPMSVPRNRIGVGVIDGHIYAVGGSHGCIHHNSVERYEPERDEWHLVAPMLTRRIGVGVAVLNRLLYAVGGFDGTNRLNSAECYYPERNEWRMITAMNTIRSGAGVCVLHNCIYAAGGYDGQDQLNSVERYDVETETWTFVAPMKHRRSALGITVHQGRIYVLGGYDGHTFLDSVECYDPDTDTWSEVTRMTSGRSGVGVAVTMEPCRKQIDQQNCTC
# CAL PDZ FP-1: inhibitors of human CAL PDZ peptide binding; AID 602252; Q9HD26; purified CAL PDZ, TMR-peptide fluorescence polarization, 1 h; inhibition, % at 24.9 µM; actives 0.92% (n = 300,000);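 active = mean inhibition of at least 30% with at least half of replicates also reaching 30%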;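 also: 0% = DMSO neutral control and 100% = excess unlabeled competitor peptide PRC23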
# CAL PDZ FP-2: inhibitors of human CAL PDZ peptide binding; Q9HD26; purified CAL PDZ, TMR-peptide fluorescence polarization, 1 h; inhibition, % at 20 µM; actives 0.02% (n = 330,000); AID 504414;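 active = highest replicate inhibition of at least 40%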;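 also: plate controls were DMSO neutral control wells for no effect and unlabeled competitor peptide control wells for full effect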
#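 material = purified tagged CAL PDZ domain construct (CerCALP) | buffer or medium = sodium phosphate/NaCl buffer pH 7.4 with TCEP, IgG, Thesit | reagent = TMR-labelled reporter peptide T*-PRC34 bound in PDZ groove | incubation = 1 h room-temperature incubation prior to read | measured by = fluorescence polarization (mP) | evaluation = percent inhibition from loss of millipolarization | control set = unlabelled peptide and DMSO controls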
# Arr AP2 block: inhibitors of human beta-arrestin and AP2 interaction; inhibition, % at 10 µM; FITC-arrestin peptide / GST-AP2 beads, flow cytometry; AP2 beta2 appendage carries R879A mutation; actives 0.31% (n = 340,000); AID 504490;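 active = inhibition above a set limit, near 3 SD of compounds lacking own fluorescence, cut at about 54% in these data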;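 also: plate controls were DMSO wells for no effect and 5 µM unlabelled arrestin peptide for full effect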
#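 Measured by: flow cytometry, FL1 (488/535 nm); Material: AP2 appendage R879A on GSH beads; Evaluation: percent response; Timing: pre-incubation 12 min, peptide binding 1 h, room temperature; Also added: 50 nM FITC-arrestin peptide; Medium: PBS with 0.05% Tween 20 and 0.1% BSA.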
# V-ATPase pHluor: yeast V-ATPase proton transport regulation by pHLuorin. S. cerevisiae, pHLuorin cytosolic pH fluorescence. response, % at 10 µM. actives 0.37% (n = 350,000); in the data active = response mostly above about 7.3%, no sharp cut-off; inactive = mostly below about 5.4%; also: actives read high; inactives centre near 0; some compounds called inactive have numbers as strong as hits
# Numbers without * were called inactive; . = no result given. A portion of the library, so the mix of outcomes need not match the whole.
# The opening 4 records (preview)
SMILES,DAGLB inhibitor,Cardiac RTF inh,DSG3 Ab inh,C-LANA FP,NSD2 HMT inh,Keap1 Nrf2 FP,CAL PDZ FP-1,CAL PDZ FP-2,Arr AP2 block,V-ATPase pHluor
COc1ccc(-c2nnn(CC(=O)N(CCO)C(C(=O)NC3CCCC3)c3ccncc3)n2)cc1 (stereo not given),.,.,.,0.4,12,5,-9,0.1,-6,4
Cc1oc2c(c1C(=O)O)C(=O)c1ccccc1C2=O,-1,-4,104,1.0,.,-1,.,-0.2,-3,-1
COc1ccc([C@@H]2Sc3ccccc3N(CCN(C)C)C(=O)[C@@H]2OC(C)=O)cc1,2,2,.,0.8,.,-2,14,-0.7,-2,6
CCCC(=O)Nc1nnc(SCC(=O)Nc2nc(C)cs2)s1,10,-9,94,-1.8,-4,-4,-3,-0.7,-6,-3

# The list itself, previewed entries included:
SMILES,DAGLB inhibitor,Cardiac RTF inh,DSG3 Ab inh,C-LANA FP,NSD2 HMT inh,Keap1 Nrf2 FP,CAL PDZ FP-1,CAL PDZ FP-2,Arr AP2 block,V-ATPase pHluor
COc1ccc(-c2nnn(CC(=O)N(CCO)C(C(=O)NC3CCCC3)c3ccncc3)n2)cc1 (stereo not given),.,.,.,0.4,12,5,-9,0.1,-6,4
Cc1oc2c(c1C(=O)O)C(=O)c1ccccc1C2=O,-1,-4,104,1.0,.,-1,.,-0.2,-3,-1
COc1ccc([C@@H]2Sc3ccccc3N(CCN(C)C)C(=O)[C@@H]2OC(C)=O)cc1,2,2,.,0.8,.,-2,14,-0.7,-2,6
CCCC(=O)Nc1nnc(SCC(=O)Nc2nc(C)cs2)s1,10,-9,94,-1.8,-4,-4,-3,-0.7,-6,-3
COc1ccc(C(C)(C)C)cc1NC(=O)COC(=O)C1=NNC(=O)CC1,-3,-4,103,-2.0,-2,0,133*,-0.1,-6,1
COc1cc2c(c(OC)c1OC)-c1c(cc3c(c1OC)OCO3)C1OC2[C@@H](C)[C@H]1C (stereo not given in full),-2,-11,107,-2.5,.,-4,0,-0.1,4,-5
Cc1ccc(NC(=O)COC(=O)/C=C/c2cccs2)c(C)c1,-3,-8,135,0.0,0,-1,0,-1.6,1,1
COc1ccc(CN2CCN(C(=O)Cn3nc(C(=O)O)c4ccccc4c3=O)CC2)cc1F,2,-18,100,-0.7,9,-3,-6,0.5,4,0
Cc1ccc(NC2=C(Cl)C(=O)OC2NC(=O)c2ccccc2)cc1 (stereo not given),1,6,.,-0.5,-2,-3,.,0.4,4,0
CS(=O)(=O)c1ccc(NC(=O)c2cc3c(cc2Cl)N2CCCCCC2=NS3(=O)=O)cc1,-2,-7,.,1.5,-1,-2,-1,-0.8,21,-5
COc1c(C)cc(C(=O)C2CCCN(C(=O)c3cccc(F)c3)C2)cc1C (stereo not given),-2,-3,.,0.0,-5,-1,1,-1.6,-2,-2
CC(C)CC(=O)Nc1sc2c(c1C(=O)O)CCCCC2,1,6,99,0.8,1,0,-2,-2.7,35,1
Cc1cccc(OCC(=O)OCC(=O)c2c(N)n(C)c(=O)n(C)c2=O)c1C,1,-2,106,-0.3,-2,-4,0,-1.2,-9,-4
O=c1c2[nH]c3ccccc3c2ncn1CCN1CCNCC1,-1,7,101,-2.8,2,4,0,-1.0,14,5
COc1ccc(NS(=O)(=O)c2cc(NC(=O)c3nc4nc(C)cc(C)n4n3)ccc2C)cc1,0,10,103,1.0,0,7,-2,-2.8,17,-1
COc1cccc(N2C(=NC(=O)C3CCCO3)SC3CS(=O)(=O)CC32)c1 (stereo not given),1,6,104,0.7,0,-3,-1,-0.8,3,3
COc1ccc(C2C(C(=O)N3CCOCC3)c3ccccc3C(=O)N2c2ccc(OC)cc2)cc1 (stereo not given),-2,3,100,1.1,.,2,5,-1.4,4,0
O=C1CN(C(=O)COC(=O)Cc2ccsc2)c2ccccc2N1,0,0,98,0.8,-1,2,-3,-1.0,1,1
O=C(NCCCn1ccnc1)/C(=C\c1cccs1)NC(=O)c1ccccc1,-1,-17,115,-1.4,1,0,-3,-1.3,-2,1
CN(Cc1ccccc1F)C(=O)c1ccccc1Sc1ccccc1C#N,-1,-4,107,-0.8,-1,-4,1,-0.1,-2,6
Cc1nn(-c2ccccc2)c(C)c1C(=O)OCC(=O)N(C)c1c(N)n(Cc2ccccc2)c(=O)[nH]c1=O,0,4,104,-1.2,-4,-3,.,-1.0,9,13
COc1ccc(-c2cc(=O)oc3c(C)c(OC(C)C(=O)NCc4ccccn4)ccc23)cc1 (stereo not given),-8,3,.,-1.7,.,-3,-1,-0.4,1,-1
Cc1cc(Br)ccc1S(=O)(=O)NCc1ccccc1,4,-14,109,-1.7,-3,-1,-3,-1.8,38,3
Cc1nc2sccn2c(=O)c1S(=O)(=O)Nc1ccc(N2CCN(C)CC2)cc1,3,-13,99,-0.1,.,-4,.,-1.1,-3,0
Cc1ccc(-c2cn3c(n2)CCCC3)cc1,-3,-8,.,-1.1,14,0,-3,0.0,11,5
O=C(NN1C(=O)C2C3C=CC([C@H]4CC34)[C@@H]2C1=O)c1ccc(Br)cc1 (stereo not given in full),-2,-1,103,3.9,0,4,-5,-0.5,-16,-5
Cn1c(N)c(C(=O)COC(=O)CCOc2ccc(C(C)(C)C)cc2)c(=O)n(C)c1=O,-1,3,85,-0.5,0,-4,-1,.,2,0
O=C(NCc1nnc(SCC(=O)N2CCCC2)o1)c1ccc(F)cc1,-1,-7,107,-0.8,3,-1,-2,-1.6,13,-3
FC(F)c1nnc2c(Cl)cc(C(F)(F)F)cn12,-1,5,100,-1.9,-2,0,-2,-1.9,39,1
Cc1nn(C)c(C)c1/C=C/C(=O)O,-2,-9,95,-0.1,-1,-3,.,0.0,-4,-2
O=S(=O)(c1ccc(Cl)c(C(F)(F)F)c1)N1CCN(CC(O)COc2ccccc2F)CC1 (stereo not given),-2,-12,102,0.1,5,-4,-1,-2.3,2,1
CCOC(=O)c1cc2c(c(-c3ccccc3)n1)[C@H](CCO)N(S(=O)(=O)C(C)(C)C)C2,-1,-11,102,-2.6,.,-2,-6,0.5,17,1
CCc1noc(C)c1C(=O)Nc1ccccc1N1CCOCC1,-4,-8,96,0.7,1,0,-3,-3.1,-1,4
Cc1cc(C)cc(NS(=O)(=O)c2ccc3[nH]c(=O)ccc3c2)c1,2,-5,102,0.0,2,-8,1,-0.8,-14,4
S=c1[nH]nc(C2CCCCC2)n1/N=C/c1ccccc1Br,-5,0,102,-2.6,13,-2,-5,-1.6,3,1
COc1ccc2cc(-c3nc4ccccc4n3C)c(=O)oc2c1,1,-5,104,0.2,.,-1,0,-2.2,3,0
CCCC(=O)N1CCN(c2ccc(NC(=O)c3ccc(Br)o3)cc2)CC1,0,1,.,-0.5,1,-3,-2,0.0,16,7
CCOCCOc1cc(NCc2ccccc2)c2ncn(C(C)C)c2c1,-1,-1,119,-0.1,.,-4,-2,-2.4,10,3
CCC(=O)N(Cc1cc(=O)[nH]c2ccccc12)c1ccc(C)cc1C,5,-5,96,-0.9,0,5,9,-1.0,-7,1
N#Cc1ccc(OCC(=O)NCCN2CCOCC2)cc1,0,-11,95,0.4,1,-3,.,0.0,3,1
Cc1ccc(C)c(NC(=S)NCC(c2ccccc2)N(C)C)c1 (stereo not given),-1,9,108,-0.5,-1,-3,.,-0.1,-8,1
CCn1c2c(c(=N)c3c1CCC3)CCC2,2,-4,104,-3.6,.,-1,-3,-1.9,-8,-5
COc1ccc(-n2nc3c(N4CCC(C(=O)N5CCC(C)CC5)CC4)nnc(C)c3c2C)cc1,-1,-45,178,-4.4,2,-65,-6,-3.5,-23,1
COc1cc(OC)cc(C(C(=O)NCc2ccccc2)N(Cc2ccco2)C(=O)c2ccno2)c1 (stereo not given),0,-15,101,-1.1,.,-6,-3,-0.6,31,0
O=C(CN1CCN(S(=O)(=O)c2ccccc2)CC1)Nc1ccc2c(c1)CCC2,-2,-37,124,0.7,-4,0,-2,-2.1,-10,-2
COc1ccc(CCNC(=O)CN2c3cccc4cccc(c34)S2(=O)=O)cc1OC,0,-16,100,2.3,8,-7,-3,0.7,2,3
O=C(CCCNC(=O)c1ccc(Cl)cc1)NCc1ccccc1F,-1,7,.,0.1,1,1,3,0.2,8,-1
Cc1ccc(NC(N)=S)cc1C,0,7,105,0.8,2,-5,-3,-1.2,12,3
CN1CCCC2(CCCN(Cc3nc(Cc4cccc(C(F)(F)F)c4)no3)C2)C1 (stereo not given),-5,-9,109,1.1,-2,-1,-6,0.0,46,-1
COc1cccc(NC(=O)C2C3C=CC4(O3)C2C(=O)N(CCCN2CCC(C)CC2)C4C(=O)NC2CCCCC2)c1 (stereo not given),1,-8,108,0.7,3,2,-2,-0.8,11,1

# Next part
SMILES,DAGLB inhibitor,Cardiac RTF inh,DSG3 Ab inh,C-LANA FP,NSD2 HMT inh,Keap1 Nrf2 FP,CAL PDZ FP-1,CAL PDZ FP-2,Arr AP2 block,V-ATPase pHluor
O=C(CCn1cccc1)NCCc1ccc(Cl)cc1,-1,-2,.,0.9,6,-4,0,-0.6,-4,-3
Cn1c(=O)c2cn3c(c2n(C)c1=O)C(c1ccccc1)CC(c1ccccc1)=N3 (stereo not given),-1,-2,105,0.1,-2,-2,-3,-0.7,5,0
O=[N+]([O-])c1ccc2nc(C(O)C(O)c3nc4ccc([N+](=O)[O-])cc4[nH]3)[nH]c2c1 (stereo not given),0,3,104,0.7,0,1,2,-12,28,-1
Nc1c(C(=O)N/N=C/c2ccc(OCc3ccccc3)cc2)cnn1-c1ccccc1,-1,-1,93,0.6,-2,-5,.,-1.8,8,2
NC(=O)c1ccccc1NC(=O)c1ccc2ccccc2c1,-1,-16,109,3.4,-2,-4,.,-1.9,-12,0
Cc1cc(Br)c(NC(=O)COC(=O)c2ccc[n+]([O-])c2)c(Br)c1,2,-2,97,-0.1,-3,-1,-10,-0.5,28,-4
CC(=O)N1N=C(c2ccc(C)cc2)CC1c1ccco1 (stereo not given),0,7,98,1.3,2,-7,-4,-1.8,-4,0
Cc1cccc(C(=O)NCC(=O)NCCCSc2ccccc2)c1,4,-1,99,-1.0,-3,3,-3,-1.4,-4,3
COc1ccc(C(NC(=O)/C=C\c2ccco2)c2ccc(OC)c(OC)c2)cc1 (stereo not given),0,-10,90,-1.0,-1,-7,-1,-1.3,3,0
CSC1=N/C(=C\c2ccc(C)cc2)C(=O)S1,-9,3,.,5.4,-2,-9,-2,0.9,-12,-2
O=C(Nc1ccc(Br)cc1)C1CCN(C(=O)c2ccco2)CC1,2,-12,100,0.7,0,1,-5,-2.5,-8,-3
CC(=O)c1ccc(OCc2cc(C(=O)NC(C)Cc3ccccn3)no2)cc1 (stereo not given),-2,-4,95,-0.3,1,-1,1,-2.2,1,0
NC(=O)c1cnccc1C=Cc1ccccc1,0,-4,130,0.5,-2,-6,-4,-0.3,-8,-1
Cc1ccc(NC(=O)C2=C(c3ccccc3)S(=O)(=O)CCS2(=O)=O)cc1,0,1,109,-0.2,7,-15,-4,0.3,3,-4
